Screening results deposited in PubChem by NCI.
Growth percent in the NCI-60 one-dose screen (48 h, 10 µM unless noted): 100 = growth as untreated, 0 = no growth, -100 = all killed.
COLO 205: COLO 205 colon cancer; 79,000 compounds, 7.3% hits
NCI-H460: NCI-H460 lung cancer; AID 1794736; 82,000 compounds, 6.8% hits
HCT-15: HCT-15 colon cancer; 82,000 compounds, 5.2% hits; AID 1794746
HCT-116: HCT-116 colon cancer; 82,000 compounds, 7.3% hits; AID 1794798
NCI-H226: NCI-H226 lung cancer | 79,000 compounds, 3.5% hits | AID 1794732
NCI-H322M: NCI-H322M lung cancer; 80,000 compounds, 2.7% hits; AID 1794733
NCI-H23: NCI-H23 lung cancer; 80,000 compounds, 4% hits; AID 1794731
NCI/ADR-RES: NCI/ADR-RES ovarian cells. 81,000 compounds, 4.4% hits
NCI-H522: NCI-H522 lung cancer; 78,000 compounds, 8% hits
An asterisk follows results filed as active; . = no result given; & = joins results of further samples. Rule for the calls: active = growth percent below 10; inactive = the rest. These rows are one share of the data; the hit share may differ from the screen's.

Order of results: NCI/ADR-RES	COLO 205	HCT-15	NCI-H522	NCI-H226	NCI-H322M	NCI-H23	NCI-H460	HCT-116
#1 COc1ccc(C/C(C)=C(\c2ccc(OCCN3CCOCC3)cc2)c2ccc(OC(=O)Cc3ccccc3)cc2)cc1
→ 5.4*	-90.1*	-23.7*	-87.6*	-26.6*	-8.3*	-18.3*	-73.3*	-89.7*
#2 Cc1cc(CCl)c(C)cc1CCl
→ 62.0	.	75.2	55.5	83.3	15.0	55.4	4.9*	50.9
#3 CCC(=O)C(c1ccccc1)(c1ccccc1)C(C)CN1CCCCCC1 (configuration not stated)
→ 81.0	85.6	87.4	86.1	79.3	101.7	88.0	98.5	73.2
#4 Cc1cc(C)c(CCl)cc1CCl
→ 111.7	121.6	99.7	.	95.8	92.8	110.6	106.6	99.1
#5 O=[N+]([O-])c1ccc([As](=O)(O)O)cc1
→ 106.8&106.3	108.2&115.2	101.9&105.5	85.3&102.9	102.9&102.5	116.9&105.6	103.8	108.3	102.0&105.8
#6 CCCN(N=O)C(=O)OCC
→ 112.7	107.7	100.7	.	100.7	117.1	113.5	100.5	109.5
#7 CCN(CC)CCOc1ccc(C)cc1
→ 103.9	103.6	97.3	69.5	96.8	114.1	100.6	101.8	91.4
#8 CCN1CCC[C@]2(C)[C@H]3CC[C@@]4(C)[C@@H](CC[C@]4(C)O)[C@@H]3CC[C@@H]12
→ 100.1	106.5	102.9	95.7	108.3	79.2	97.6	105.4	106.0
#9 O=[N+]([O-])c1ccc2scc3c4ccccc4nc-3c2c1
→ 10.7	-55.6*	-36.7*	-88.8*	-32.4*	58.1	30.7	42.7	-98.7*
#10 CC(C)(C)N1CC1C#N (configuration not stated)
→ 106.2	98.7	99.6	96.0	103.0	96.3	99.5	105.1	100.3
#11 CCCCCCCCCCCCCCCC[As](CCCCCCCCCCCCCCCC)SCC1OC(OC(C)=O)C(OC(C)=O)C(OC(C)=O)C1OC(C)=O (configuration not stated)
→ 100.3	112.6	95.6	95.3	91.5	118.4	89.6	116.1	68.3
#12 CCOP(=O)(Nc1cccc(Cl)c1)OCC
→ 102.1	106.1	92.0	79.6	96.6	87.3	98.7	99.8	88.7
#13 CC(=O)OCc1cc[c]([Hg][Cl])o1
→ 77.1	-1.9*	5.8*	-53.6*	81.5	98.7	58.8	84.9	35.7
#14 Fc1cccc(NCOOC2(OOCNc3cccc(F)c3)CCCCC2)c1
→ 77.8	118.3	99.2	74.9	112.2	98.6	81.9	103.7	87.3
#15 NP(=O)(Oc1c2occc2cc2ccc(=O)oc12)N(CCCl)CCCl (configuration not stated)
→ 29.6	107.4	95.3	95.8	96.0	102.9	100.1	97.1	93.9
#16 O=C1N=c2ccccc2=C/C1=C\c1c(O)[nH]c(=S)[nH]c1=O
→ 106.4	107.7	105.1	98.0	.	102.6	105.1	107.9	104.6
#17 Cc1cc(OC(=O)N(C)C)c(Cl)cc1Cl
→ 98.5	127.1	98.4	103.3	83.4	103.5	90.9	108.9	103.3
#18 CC1(C)N=C(N)N=C(N)N1c1ccc(CCC(=O)Nc2ccc(S(=O)(=O)F)cc2)cc1
→ 116.7	28.8	46.2	23.6	65.3	.	.	14.5	12.3

Record cards (already shown). Order of screens: NCI/ADR-RES | COLO 205 | HCT-15 | NCI-H522 | NCI-H226 | NCI-H322M | NCI-H23 | NCI-H460 | HCT-116
CCN(CC)CCOc1ccc(C)cc1 across the screens: 103.9 | 103.6 | 97.3 | 69.5 | 96.8 | 114.1 | 100.6 | 101.8 | 91.4
Cc1cc(OC(=O)N(C)C)c(Cl)cc1Cl across the screens: 98.5 | 127.1 | 98.4 | 103.3 | 83.4 | 103.5 | 90.9 | 108.9 | 103.3

3 compounds already listed, arranged by heavy-atom count, high to low:
Order of results: NCI/ADR-RES	COLO 205	HCT-15	NCI-H522	NCI-H226	NCI-H322M	NCI-H23	NCI-H460	HCT-116
#3 CCC(=O)C(c1ccccc1)(c1ccccc1)C(C)CN1CCCCCC1 (configuration not stated)
→ 81.0	85.6	87.4	86.1	79.3	101.7	88.0	98.5	73.2
#16 O=C1N=c2ccccc2=C/C1=C\c1c(O)[nH]c(=S)[nH]c1=O
→ 106.4	107.7	105.1	98.0	.	102.6	105.1	107.9	104.6
#12 CCOP(=O)(Nc1cccc(Cl)c1)OCC
→ 102.1	106.1	92.0	79.6	96.6	87.3	98.7	99.8	88.7

Compounds listed so far that have nitrogen in an aromatic ring, in the order listed:
Order of results: NCI/ADR-RES	COLO 205	HCT-15	NCI-H522	NCI-H226	NCI-H322M	NCI-H23	NCI-H460	HCT-116
#9 O=[N+]([O-])c1ccc2scc3c4ccccc4nc-3c2c1
→ 10.7	-55.6*	-36.7*	-88.8*	-32.4*	58.1	30.7	42.7	-98.7*
#16 O=C1N=c2ccccc2=C/C1=C\c1c(O)[nH]c(=S)[nH]c1=O
→ 106.4	107.7	105.1	98.0	.	102.6	105.1	107.9	104.6

Results in sequence from the entries so far.
Nos. 5 to 9 in NCI-H522, in turn: 85.3&102.9, ., 69.5, 95.7, -88.8*
Nos. 5 to 9 in NCI-H226, in turn: 102.9&102.5, 100.7, 96.8, 108.3, -32.4*
Nos. 5 to 9 in HCT-15, in turn: 101.9&105.5, 100.7, 97.3, 102.9, -36.7*
